# Source: PubChem (several laboratories)
# PhoP inhibition – PhoP-dependent GFP reporter repression – Salmonella Typhimurium, primary screen (AID 1863) | S. Typhimurium PhoP-regulated promoter GFP reporter, 4 h; higher % means a stronger effect | 0.16% of 300,000 active | inhibition, % at 50 µM, or IC50 in µM where a hit was titrated;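 active = inhibition over 29.93%, a cutoff 3 SD above the screen mean, later confirmed by dose response; inconclusive = inhibition over 29.93% but no dose response follow-up; inactive = inhibition at most 29.93% or unconfirmed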;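 note: 0% = low Mg2+ inducing control and 100% = high Mg2+ repressing control; strong numbers were not always called active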
# WT yeast gro inh – growth inhibition of WT yeast, mitochondrial fusion screen; mitochondrial fusion phenotypic screen, WT strain; inhibition, % at 10 µM; 2.1% of 190,000 active; in the data active = inhibition above about 58%; tested in S. cerevisiae
# RSV antiviral HEp-2 – RSV antiviral activity via CPE protection, HEp-2 cells, primary 10 µM value included (AID 2391); CPE inhibition, % at 10 µM; hits with a dose series show IC50 in µM; HEp-2 cells, RSV-induced CPE inhibition; higher % means a stronger effect; 0.13% of 310,000 active; in the data active = a potency from the dose series; inconclusive = CPE inhibition mostly from about 23% at the one dose, without a potency; inactive = the rest, 99 in 100 with CPE inhibition below about 21%; note: strong numbers were not always called active
# MgcRacGAP inhibition – MgcRacGAP GTPase-activating activity inhibitors, confirmation, biochemical, ADP Hunter fluorescence | MgcRacGAP-stimulated Rac1 GTP hydrolysis, ADP Hunter fluorescence; higher % means a stronger effect; GST-tagged Rac1 F28L mutant substrate | one-dose inhibition, % at 30 µM; IC50 in µM for titrated hits | 0.6% of 340,000 active | AID 624330;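 active = first-screen hits whose inhibition reached a set limit at any dose in the follow-up dose series; inconclusive = inhibition above the set first-screen limit but never retested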;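 note: fluorescence reports GDP produced by GAP-driven GTP hydrolysis; strong numbers were not always called active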
# West Nile virus CPE – West Nile virus antiviral activity, cell-based, CPE readout (AID 1621). West Nile virus-infected cells, CPE inhibition; higher % means a stronger effect. CPE inhibition, % at 10 µM; hits with a dose series show IC50 in µM. 0.02% of 290,000 active; in the data active = a potency from the dose series; inconclusive = CPE inhibition mostly from about 3.7% at the one dose, without a potency; inactive = the rest, 99 in 100 with CPE inhibition below about 2.2%; note: strong numbers were not always called active
# T cell HTS – T cell immune modulators affecting CD8 T cell-vesicle binding; 2C CD8+ T cell-vesicle binding, flow cytometry; hits give low values; 0.068% of 330,000 active; calls only at 7 µM;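 active = response, share of CD8 T cells binding vesicles, and their 90th percentile fluorescence all below set limits, cut at about 80% in these data, passing the limit was not always enough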
#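 Assay system: 2C TCR transgenic mouse naive CD8+ T cells, MACS-purified | Read-out: CD8+ gate FL2 mean fluorescence as % of same-row positive control | Signal: High-throughput flow cytometry with anti-B7-1 and anti-CD8 staining | Timing: Binding step 1.5 h, 37 °C, antibody labelling 20 min, ice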
# SV40 large T antigen – SV40 large T antigen inhibitors, biochemical (AID 1903); SV40 large T antigen ATPase/helicase inhibition assay; higher % means a stronger effect; 0.39% of 310,000 active; one-dose inhibition, % at 20 µM; IC50 in µM for titrated hits; in the data active = a potency from the dose series; inconclusive = inhibition mostly from about 32% at the one dose, without a potency; inactive = the rest, 99 in 100 with inhibition below about 32%; note: strong numbers were not always called active
# b-catenin transl – alters nuclear translocation of beta-catenin in HeLa cells; 0.3% of 190,000 active; nuclear translocation activity, % at 5 µM; immunofluorescence imaging;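 active = nuclear translocation activity above 50% at 5 µM, with a well cell count of 50 or more; inconclusive = wells under 50 cells across six images, flagged as toxic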;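 note: per-cell ratio of nuclear to cytoplasmic median beta-catenin stain intensity; plate controls were DMSO negative control for no effect and GSK-3 inhibitor IX positive control for full effect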
#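 Test system: human HeLa cells, endogenous beta-catenin. Times: 24 h compound exposure, 37°C. Measured by: beta-catenin immunofluorescence imaging with DAPI.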
# Myeloid diff MLP – promotes myeloid progenitor differentiation; ER-HoxA9 myeloid progenitors, lysozyme-GFP differentiation, flow cytometry; calls only at 10 µM; 1% of 360,000 active; AID 624256;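 active = normalized GFP-positive differentiation at or above the plate's own cutoff, the solvent-only control mean plus 3 SD; inconclusive = no clear call, values can overlap the other calls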;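 note: cells exposed to compound for four days before flow analysis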
# WT yeast gro inh mutant strain – recorded beside WT yeast gro inh, whose call it bears; inhibition, %; mitochondrial fusion phenotypic screen, mutant strain inhibition
# b-catenin transl cell count 5 µM – also measured in b-catenin transl; calls as there; cell count; measured here: cell count, cytotoxicity flag
# T cell HTS vesicle-bound % – recorded beside T cell HTS, whose call it bears; double positive events, %; measured here: CD8+ vesicle-bound cell fraction;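 binding gate set so that unloaded-vesicle control wells show 10% double positive cells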
# Myeloid diff MLP GFP+ MAC1+ % – recorded beside Myeloid diff MLP, whose call it bears; GFP+ MAC1+ double positive, %; measured here: differentiation confirmed by MAC1 staining
# Starred values were filed as active, the others as inactive; i = inactive; ? = inconclusive; · = no result given.
SMILES,PhoP inhibition,WT yeast gro inh,WT yeast gro inh mutant strain,RSV antiviral HEp-2,MgcRacGAP inhibition,West Nile virus CPE,T cell HTS,T cell HTS vesicle-bound %,SV40 large T antigen,b-catenin transl,b-catenin transl cell count 5 µM,Myeloid diff MLP,Myeloid diff MLP GFP+ MAC1+ %
Cc1ccc(C2C3=C(CCCC3=O)Nc3c2c(C)nn3-c2ccccn2)o1 (stereo unspecified),0%,11,-5,-1.0%,·,-0.1%,i,48,5%,-1.9,1149,·,·
O=C(NC(=S)Nc1ccc(CN2CCOCC2)cc1)c1ccc(-c2cccc(Cl)c2)o1,-11%,·,·,21%,0%,-0.1%,i,41,5%,1.0,1312,i,0.2
NS(=O)(=O)c1ccc(CCNC(=O)CCc2nc3sc4c(c3c(=O)[nH]2)CCCC4)cc1,6%,·,·,-0.3%,-4%,·,i,44,20%,·,·,i,1.0
CCOC(=O)c1c(C)oc2cc(Br)c(OC(C)C(=O)OCC)cc12 (stereo unspecified),9%,43,6,0.6%,-1%,1.1%,i,51,-17%,-3.4,846,i,0.7
O=C(Nc1ccccc1-c1nc2ccccc2s1)C1=COCCO1,-3%,-17,-26,1.8%,5%,0.2%,i,40,10%,1.2,840,i,0.4
CC(C)c1nnc(NC(=O)C2CCN(c3nc4ccccc4s3)CC2)s1,-11%,-3,-4,1.9%,8%,-0.8%,i,32,18%,-3.4,873,i,6.6
COC(=O)CN1C(=O)COc2ccc(S(=O)(=O)N3CCOCC3)cc21,-10%,·,·,2.8%,-46%,-0.4%,i,52,15%,·,·,i,0.0
CCC(C)(C)n1nnnc1C(c1ccc2ncccc2c1)N1CCN(Cc2ccc3c(c2)OCO3)CC1 (stereo unspecified),-2%,-4,-8,9.6%,12%,-0.8%,i,62,4%,-6.2,972,i,13
CCc1c(C)nc2ncnn2c1NCCc1ccc(OC)cc1,-10%,-2,11,3.0%,7%,-0.8%,i,38,2%,85*,617*,?,·
Cn1c(=O)[nH]c2cc(Cl)cnc21,-4%,-15,-9,0.8%,11%,0.2%,i,24,7%,-2.6,810,i,1.7
Cc1ccccc1S(=O)(=O)Nc1cccnc1,4%,-7,4,1.5%,-1%,-0.2%,i,36,8%,0.2,574,i,1.6
Cc1ccc(C2=NS(=O)(=O)N(C)C(C(=O)NCc3ccco3)=C2)cc1,·,·,·,0.2%,2%,-0.8%,i,38,10%,·,·,i,2.0

# One compound at a time, from the list above:
# COC(=O)CN1C(=O)COc2ccc(S(=O)(=O)N3CCOCC3)cc21 is listed with PhoP inhibition: -10%; WT yeast gro inh: ·; WT yeast gro inh mutant strain: ·; RSV antiviral HEp-2: 2.8%; MgcRacGAP inhibition: -46%; West Nile virus CPE: -0.4%; T cell HTS: i; T cell HTS vesicle-bound %: 52; SV40 large T antigen: 15%; b-catenin transl: ·; b-catenin transl cell count 5 µM: ·; Myeloid diff MLP: i; Myeloid diff MLP GFP+ MAC1+ %: 0.0
# Cn1c(=O)[nH]c2cc(Cl)cnc21 is listed with PhoP inhibition: -4%; WT yeast gro inh: -15; WT yeast gro inh mutant strain: -9; RSV antiviral HEp-2: 0.8%; MgcRacGAP inhibition: 11%; West Nile virus CPE: 0.2%; T cell HTS: i; T cell HTS vesicle-bound %: 24; SV40 large T antigen: 7%; b-catenin transl: -2.6; b-catenin transl cell count 5 µM: 810; Myeloid diff MLP: i; Myeloid diff MLP GFP+ MAC1+ %: 1.7

# Returning to the listing; the 5 compounds before the break are reprinted first.
SMILES,PhoP inhibition,WT yeast gro inh,WT yeast gro inh mutant strain,RSV antiviral HEp-2,MgcRacGAP inhibition,West Nile virus CPE,T cell HTS,T cell HTS vesicle-bound %,SV40 large T antigen,b-catenin transl,b-catenin transl cell count 5 µM,Myeloid diff MLP,Myeloid diff MLP GFP+ MAC1+ %
CCC(C)(C)n1nnnc1C(c1ccc2ncccc2c1)N1CCN(Cc2ccc3c(c2)OCO3)CC1 (stereo unspecified),-2%,-4,-8,9.6%,12%,-0.8%,i,62,4%,-6.2,972,i,13
CCc1c(C)nc2ncnn2c1NCCc1ccc(OC)cc1,-10%,-2,11,3.0%,7%,-0.8%,i,38,2%,85*,617*,?,·
Cn1c(=O)[nH]c2cc(Cl)cnc21,-4%,-15,-9,0.8%,11%,0.2%,i,24,7%,-2.6,810,i,1.7
Cc1ccccc1S(=O)(=O)Nc1cccnc1,4%,-7,4,1.5%,-1%,-0.2%,i,36,8%,0.2,574,i,1.6
Cc1ccc(C2=NS(=O)(=O)N(C)C(C(=O)NCc3ccco3)=C2)cc1,·,·,·,0.2%,2%,-0.8%,i,38,10%,·,·,i,2.0
Cc1ccc2[nH]cc(CCNC(=O)CN3C(=O)c4ccccc4C3=O)c2c1,6%,11,6,1.1%,-5%,-0.4%,i,64,12%,-1.0,911,i,0.4
Cc1csc(SCC(=O)Nc2ccc(Cl)cn2)n1,5%,-2,-8,0.7%,6%,-0.6%,i,43,1%,-2.3,940,i,1.0
OC[C@H]1O[C@@H](n2cnc3c(NC4CCCC4)nc(Cl)nc32)[C@H](O)[C@@H]1O,3%,·,·,-0.3%,9%,·,i,13,6%,·,·,i,4.4
Cc1ccc(C2C3=C(CC(C)(C)CC3=O)N=C3c4ccccc4C(=O)C32)cc1 (stereo unspecified),11%,-14,-1,?,13%,-0.5%,i,45,17%,-0.6,930,i,1.4
COc1ccc(C(=O)NCc2nnc(SCC(=O)Nc3nc4ccccc4s3)o2)cc1OC,0%,-4,0,0.8%,6%,-0.2%,i,30,8%,-6.4,551,i,1.2
O=C(CC(c1cccs1)S(=O)(=O)c1ccccc1)c1ccc(F)cc1 (stereo unspecified),3%,-2,-12,1.1%,2%,-0.9%,i,49,-2%,0.5,951,i,0.5
Cc1cc(C)n(-c2nc(SCC(=O)O)c3c4c(sc3n2)COC(C)(C)C4)n1,-8%,·,·,1.3%,10%,-0.1%,i,22,18%,-1.5,1329,i,0.5
COc1ccc(-c2cc(=O)oc3cc(O)ccc23)cc1,-9%,·,·,2.1%,2%,-0.3%,i,50,8%,·,·,i,0.3
CC(=O)N1c2ccc(S(=O)(=O)NCCC(=O)NCCc3cccc(C)c3)cc2CC1C (stereo unspecified),-2%,·,·,12%,-1%,-0.6%,i,10,9%,·,·,i,1.3
Cc1ccc(N2CC(C(=O)Nc3ccc4c(c3)OCCO4)CC2=O)cc1 (stereo unspecified),1%,12,6,0.2%,1%,-0.2%,i,36,3%,·,·,i,11
O=C1CCCc2c1cnc1ncnn21,-2%,-2,5,1.0%,4%,0.2%,i,42,7%,-1.0,1499,i,0.1
CCn1nnc2cc(C(=O)NCC(c3ccccc3OC)N(C)C)ccc21 (stereo unspecified),5%,·,·,-0.1%,5%,-0.7%,i,12,-1%,·,·,i,0.6
CN(Cc1nc2ccccc2c(=O)[nH]1)c1ccccc1,-5%,-6,12,2.0%,8%,-1.2%,i,7,24%,2.5,1145,i,0.9
CC/C=C/C(=O)N1CC2(CC(c3cccc(NC(=O)c4ccccc4)c3)=NO2)C[C@@H]1C(N)=O (stereo partly specified),-7%,3,-2,1.3%,6%,-0.4%,i,18,3%,0.2,1398,i,2.1
O=C(O)c1ccccc1SSc1ccccc1C(=O)O,-1%,·,·,1.3%,29%,-0.3%,i,24,2%,·,·,i,0.6
O=C1c2cccnc2C(=O)N1Cc1ccc(S(=O)(=O)NCc2ccco2)s1,1%,·,·,0.6%,-9%,1.2%,i,4,-4%,·,·,?,·
CN(C)CCCNC(CC(=O)Nc1cccc([N+](=O)[O-])c1)C(=O)O (stereo unspecified),2%,-5,-15,0.9%,-6%,0.0%,i,48,21%,-1.8,498,i,0.3
CCCn1c(=O)c2[nH]cnc2n(-c2ccc(Cl)cc2)c1=O,-6%,·,·,1.5%,1%,-0.4%,i,60,5%,0.3,1334,i,0.5
O=c1nc2ccccc2c2n1CC(CN1CCN(c3ccc(F)cc3)CC1)N2 (stereo unspecified),2%,19,29,-0.7%,15%,0.1%,i,14,6%,-0.7,1077,i,0.7
O=C(O)c1cc(S(=O)(=O)N(Cc2ccccc2)c2cccc(C(F)(F)F)c2)ccc1Cl,-8%,·,·,2.3%,6%,0.1%,i,22,20%,·,·,i,0.3
COC(=O)c1[nH]c2c(c1C)C(=O)CC(c1cccc(OC)c1)C2 (stereo unspecified),-3%,·,·,3.6%,5%,-0.5%,i,11,9%,·,·,·,·
CC(=O)N1CCc2cc(S(=O)(=O)CCC(=O)Nc3ccc4c(c3)OCCO4)ccc21,-5%,-11,-9,1.8%,8%,·,i,35,13%,1.0,1074,i,0.3
O=C(COc1ccc2c(c1)oc(=O)c1ccccc12)N[C@@H](Cc1ccccc1)C(=O)O,7%,·,·,·,1%,-0.6%,i,24,5%,·,·,i,1.3
CCCCn1c(=O)[nH]c(=O)c2c1nc(-c1ccncc1)n2CCOC,11%,7,-2,1.4%,5%,0.5%,i,28,3%,·,·,i,1.7
